PAFAH2 FP inh – PAFAH2 (human) inhibition; Q99487; recombinant PAFAH2, FP-rhodamine activity probe, fluorescence polarization; inhibition, % at 3.39 µM; 340,000 tested, 0.99% active; AID 492956;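 active = inhibition above the mean over all tested compounds plus 3 SD, cut at about 30% in these data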;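 also: inhibitors block probe labeling of enzyme so polarization drops; 0% = enzyme with DMSO and 100% = wells lacking PAFAH2 protein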
LYPLA2 inh – counter-screen for PME1 inhibitors: inhibitors of human LYPLA2 | O95372 | recombinant LYPLA2, FP-Rh probe fluorescence polarization | inhibition, % at 5.9 µM | 320,000 tested, 0.38% active | AID 2177;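 active = inhibition above the screen-wide mean plus 3 SD, limit set per campaign, cut at about 26% in these data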;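 also: 0% = LYPLA2 with DMSO and 100% = wells lacking LYPLA2 enzyme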
ZTA DNA inh – ZTA (EBV) inhibition in EBNA-1 counter-screen. P03206. 320,000 tested, 0.15% active. inhibition, % at 11 µM. ZTA-DNA binding, fluorescence polarization; in the data active = inhibition above about 33%
LYPLA1 inh – LYPLA1 (human) inhibition in PME1 counter-screen; inhibition, % at 5.9 µM; 320,000 tested, 0.16% active; O75608; recombinant LYPLA1, FP-Rh probe fluorescence polarization;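 active = inhibition above the mean of all tested compounds plus 3 SD, set per campaign, cut at about 14% in these data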;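 also: inhibitors block serine hydrolase probe labeling of LYPLA1 so polarization falls; 0% = enzyme with DMSO and 100% = wells lacking LYPLA1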
PAFAH1B2 FP inh – blocks human PAF acetylhydrolase 1b catalytic subunit 2 | P68402 | recombinant PAFAH1B2, FP-rhodamine activity probe, fluorescence polarization | inhibition, % at 3.39 µM | 340,000 tested, 1.2% active | AID 492953;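 active = inhibition above the mean of all tested compounds plus 3 SD, cut at about 24% in these data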;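 also: 0% = enzyme with DMSO and 100% = wells lacking PAFAH1B2; many of its hits are not listed in these tables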
PAFAH1B3 FP inh – inhibitors of human PAFAH1B3; inhibition, % at 3.39 µM; 340,000 tested, 0.28% active; AID 492972; recombinant PAFAH1B3, FP-rhodamine probe, fluorescence polarization;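 active = inhibition above the screen-wide average of all tested compounds plus 3 SD, cut at about 25% in these data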;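 also: 0% = enzyme with DMSO only and 100% = wells lacking PAFAH1B3 protein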
Target sequence (Q15102 whole entry, looked up): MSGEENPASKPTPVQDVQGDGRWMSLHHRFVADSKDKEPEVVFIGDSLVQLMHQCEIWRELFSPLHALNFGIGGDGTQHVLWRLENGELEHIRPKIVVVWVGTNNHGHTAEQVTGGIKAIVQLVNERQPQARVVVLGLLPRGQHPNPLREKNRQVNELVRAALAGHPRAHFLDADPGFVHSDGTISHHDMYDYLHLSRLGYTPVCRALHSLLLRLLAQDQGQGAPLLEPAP
pPAFAH FP inh – inhibitors of human plasma PAF acetylhydrolase (pPAFAH) | 330,000 tested, 1.5% active | AID 463082 | Q13093 | recombinant pPAFAH, FP-rhodamine probe fluorescence polarization | inhibition, % at 3.39 µM;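 active = inhibition above the mean inhibition across the screen plus 3 SD, cut at about 25% in these data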;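 also: inhibitors block binding of the rhodamine activity-based probe so polarization drops; 0% = enzyme with DMSO and 100% = wells lacking pPAFAH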
Target sequence (Q13093 whole entry, looked up): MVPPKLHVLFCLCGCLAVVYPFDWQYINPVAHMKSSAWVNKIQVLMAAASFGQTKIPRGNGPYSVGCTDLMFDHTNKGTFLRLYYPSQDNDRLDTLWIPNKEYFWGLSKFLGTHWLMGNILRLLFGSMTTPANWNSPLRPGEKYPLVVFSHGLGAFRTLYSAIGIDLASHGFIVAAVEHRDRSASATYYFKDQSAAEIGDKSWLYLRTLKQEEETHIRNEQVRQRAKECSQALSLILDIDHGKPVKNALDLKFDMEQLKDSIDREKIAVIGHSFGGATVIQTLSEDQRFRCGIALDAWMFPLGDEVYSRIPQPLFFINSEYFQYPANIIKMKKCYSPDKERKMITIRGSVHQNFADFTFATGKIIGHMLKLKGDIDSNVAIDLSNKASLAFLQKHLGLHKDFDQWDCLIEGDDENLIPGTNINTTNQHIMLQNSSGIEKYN
PREPL inh – inhibits the human prolyl oligopeptidase-like enzyme; 320,000 tested, 0.68% active; recombinant PREPL, fluorescence polarization activity-based probe; Q4J6C6; inhibition, % at 5.96 µM; in the data active = inhibition above about 43%;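 also: 0% = enzyme with DMSO and 100% = wells lacking enzyme; many of its hits are not listed in these tables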
EBNA-1 inh – blocks EBNA-1 binding to DNA | EBNA-1 DNA binding, fluorescence polarization | inhibition, % at 14.8 µM | 300,000 tested, 0.34% active | AID 1950; in the data active = inhibition above about 28%
Active calls of the source: *; x = no result given; & = joins results of further samples.

SMILES	PAFAH2 FP inh	LYPLA2 inh	ZTA DNA inh	LYPLA1 inh	PAFAH1B2 FP inh	PAFAH1B3 FP inh	pPAFAH FP inh	PREPL inh	EBNA-1 inh
CCCCNc1ccc(C(=O)OCCOCCOCCOCCOCCOCCOCCOCCOCCOC)cc1	4	9	-19	6	1	7	6	6	-4
CC(=O)Nc1ccc(CC(=O)O)cc1	3	3	9	0	1	3	5	-2	9
CCn1cc(C(=O)O)c(=O)c2cnc(N3CCNCC3)nc21	x	2	7	-1	x	x	1	2	-9
CCCCNc1ccc(C(=O)OCCN(C)C)cc1	1	-1	-3	-1	-3	8	3	11	9
Cc1cccc2c1NC(=O)C2(c1ccc(O)cc1)c1ccc(O)cc1	8	4	21	-1	3	0	6	-8	15
O=c1oc2c(O)c(O)cc3c(=O)oc4c(O)c(O)cc1c4c23	85*	-1	26	-11	88*	68*	93*	54*	39*
C/C=C/C(=O)N(CC)c1ccccc1C	-7	x	x	x	6	-6	11	-4	x
CN(C)CCCC1(c2ccc(F)cc2)OCc2cc(C#N)ccc21 (stereo unspecified)	9	-7	6	-4	3	4	0	10	0
NC1CCN(c2nc3c(cc2F)c(=O)c(C(=O)O)cn3-c2ccc(F)cc2F)C1 (stereo unspecified)	1	-3	11	-2	-2	-2	4	-4	15
CN1CCCN=C1COC(=O)C(O)(c1ccccc1)C1CCCCC1 (stereo unspecified)	-2	0	2	2	2	2	3	-2	-1
Cc1ccc(N(CC2=NCCN2)c2cccc(O)c2)cc1	-2&-2&7	1&3&6	1&3&-12	-2&1&-2	-4&7&-1	6&7&8	4&4&5	-95&-100&-93	-4&5&-11
C1COC(NC(C2CC2)C2CC2)=N1	5	-2	-9	-4	4	3	4	-9	3
CCOC(=O)[C@H](CCc1ccccc1)N[C@@H](C)C(=O)N1Cc2ccccc2C[C@H]1C(=O)O	2	-1	-13	-2	-2	4	-4	-5	-10
N[C@@H](Cc1c[nH]c2ccc(O)cc12)C(=O)O	-1	2	22	-1	-1	-5	10	11	8
CC(C)=CCOc1c2ccoc2cc2oc(=O)ccc12	-1	1	5	0	0	7	2	-7	3
CC1(C)O[C@H]2CC(=O)OC[C@@]23C1CC(=O)[C@]1(C)C3CC[C@@]2(C)[C@H](c3ccoc3)OC(=O)[C@H]3O[C@]321 (stereo partly specified)	7	-7	7	-2	0	3	-1	0	5
C[N+]1(C)CCC(=C(c2ccccc2)c2ccccc2)CC1	-6	12	-14	1	-2	2	-4	6	-2
C/C=C(/C)C(=O)OC(C)(C)[C@@H]1Cc2c(ccc3ccc(=O)oc23)O1	-4	5	-14	1	3	-3	-3	11	6
O=C(O)CCC(=O)c1ccc(-c2ccccc2)cc1	-2	-2	17	0	3	6	3	-1	1
COc1cc(-c2oc3cc(O)cc(O)c3c(=O)c2O[C@@H]2O[C@H](COC3O[C@@H](C)[C@H](O)[C@@H](O)[C@H]3O)[C@@H](O)[C@H](O)[C@H]2O)ccc1O (stereo partly specified)	-8	x	x	x	4	6	-4	5	x
CCC(NC(C)C)C(O)c1ccc(O)c2[nH]c(=O)ccc12 (stereo unspecified)	8	3	1	2	5	12	1	-9	10
Oc1cc2c(cc1O)[C@H]1c3ccc(O)c(O)c3OC[C@@]1(O)C2	15	6	-10	0	2	5	-1	0	x
Cc1cncn1CCc1nc2c3ccccc3nc(SCC(=O)Nc3cccc(Cl)c3)n2n1	-5	-3	14	-6	1	2	0	-10	1
NOCC(=O)O	-11	2	3	-1	1	-4	2	2	0
COc1ccc(C[C@H]2COC(=O)[C@@H]2Cc2ccc(OC3OC(CO)C(O)C(O)C3O)c(OC)c2)cc1OC (stereo partly specified)	3	9	-7	2	-2	-4	-2	17	14
NC(N)=O	x	4	8	2	x	x	1	2	-6
COc1ccc(-c2cc(=O)c3c(O)cc(OC4OC(COC5OC(C)C(O)C(O)C5O)C(O)C(O)C4O)cc3o2)cc1O (stereo unspecified)	-6	-3	17	-5	1	1	3	6	3
COC(=O)C1=CO[C@@H](O[C@@H]2O[C@H](CO)[C@@H](O)[C@H](O)[C@H]2O)C2C1C[C@H](O)[C@@H]2C (stereo partly specified)	0	-5	1	1	0	3	-4	5	x
CCCc1nc(C(C)(C)O)c(C(=O)O)n1Cc1ccc(-c2ccccc2-c2nn[nH]n2)cc1	x	1	3	-3	x	x	0	0	-1
CCN(CC)CCOC(=O)c1ccc(N)cc1	2	1	9	0	-1	2	3	-1	10

Shown as a hit in PREPL inh (from the list above):
SMILES	PAFAH2 FP inh	PAFAH1B2 FP inh	PAFAH1B3 FP inh	pPAFAH FP inh	PREPL inh	EBNA-1 inh
O=c1oc2c(O)c(O)cc3c(=O)oc4c(O)c(O)cc1c4c23	85*	88*	68*	93*	54*	39*

(continued)
SMILES	PAFAH2 FP inh	LYPLA2 inh	ZTA DNA inh	LYPLA1 inh	PAFAH1B2 FP inh	PAFAH1B3 FP inh	pPAFAH FP inh	PREPL inh	EBNA-1 inh
Oc1ccc(C2CNCCc3c2cc(O)c(O)c3Cl)cc1 (stereo unspecified)	-2&7	5&-3	-10&18	3&0	-3&5	-4&17	0&1	1&22	-9&9
COc1ccc(-c2cc(=O)c3c(O)cc(O[C@@H]4O[C@H](CO[C@@H]5O[C@@H](C)[C@H](O)[C@@H](O)[C@H]5O)[C@@H](O)[C@H](O)[C@H]4O)cc3o2)cc1O	-7	-5	-13	0	2	9	-1	8	10
CCc1ccc(CCOc2ccc(CC3SC(=O)NC3=O)cc2)nc1 (stereo unspecified)	-9	13	-3	-2	1	5	4	-12	3
Cc1ccc(=O)n(-c2ccccc2)c1	-3	2	5	1	3	1	1	3	2
CC12CCC(=O)C=C1CCC1C2CCC2(C)C1CCC2(O)C(=O)CO (stereo unspecified)	-2	-1	0	-1	1	1	-4	-8	-7
COc1cc([C@@H]2Oc3cc(C4Oc5cc(O)cc(O)c5C(=O)[C@H]4O)ccc3O[C@H]2CO)ccc1O (stereo partly specified)	11	50*	4	-3	8	25	35*	12	-1
CCCCCC(=O)O[C@]1(C(C)=O)CC[C@H]2[C@@H]3CCC4=CC(=O)CC[C@]4(C)[C@H]3CC[C@@]21C	-5	-2	0	-4	0	-1	-6	25	-15
COc1ccc(C2CNC(=O)C2)cc1OC1CCCC1 (stereo unspecified)	-7	-1	-6	-4	2	10	1	11	2
CC(=O)CCCCn1c(=O)c2c(ncn2C)n(C)c1=O	8	0	-2	-3	-2	2	2	1	6
O=C(O)c1cccnc1Nc1cccc(C(F)(F)F)c1	0	6	3	3	2	-1	10	12	-10
COc1ccccc1N1CCN(CCCN=C2CC(=O)N(C)C(=O)N2C)CC1	5	x	x	x	0	12	-2	6	x
CC1Cc2ccccc2N1NC(=O)c1ccc(Cl)c(S(N)(=O)=O)c1 (stereo unspecified)	4	-2	-9	-1	3	4	-4	7	-3
CN(C)CCC[C@]1(c2ccc(F)cc2)OCc2cc(C#N)ccc21	1	4	-1	0	4	11	2	8	-3
Cc1c(C(=O)O)c(O)cc2c1C(=O)c1c(O)c([C@@H]3O[C@H](CO)[C@@H](O)[C@H](O)[C@H]3O)c(O)c(O)c1C2=O	-5	x	x	x	5	5	3	4	x

Part of the list above in order of SMILES length, lowest first:
SMILES	PAFAH2 FP inh	LYPLA2 inh	ZTA DNA inh	LYPLA1 inh	PAFAH1B2 FP inh	PAFAH1B3 FP inh	pPAFAH FP inh	PREPL inh	EBNA-1 inh
NC(N)=O	x	4	8	2	x	x	1	2	-6
Oc1ccc(C2CNCCc3c2cc(O)c(O)c3Cl)cc1 (stereo unspecified)	-2&7	5&-3	-10&18	3&0	-3&5	-4&17	0&1	1&22	-9&9
CCCc1nc(C(C)(C)O)c(C(=O)O)n1Cc1ccc(-c2ccccc2-c2nn[nH]n2)cc1	x	1	3	-3	x	x	0	0	-1
COc1cc([C@@H]2Oc3cc(C4Oc5cc(O)cc(O)c5C(=O)[C@H]4O)ccc3O[C@H]2CO)ccc1O (stereo partly specified)	11	50*	4	-3	8	25	35*	12	-1
COC(=O)C1=CO[C@@H](O[C@@H]2O[C@H](CO)[C@@H](O)[C@H](O)[C@H]2O)C2C1C[C@H](O)[C@@H]2C (stereo partly specified)	0	-5	1	1	0	3	-4	5	x

Source: PubChem BioAssay (The Scripps Research Institute Molecular Screening Center)

This is a subset, so the mix of outcomes need not match the whole.
